NALP1 inh: blocks the NALP1 inflammasome reconstituted in yeast; S. cerevisiae NALP1/ASC/caspase-1 growth, X-gal OD620, 72 h; actives 0.61% (n = 280,000); inhibition, % at 10 µM; in the data active = inhibition mostly above about 24%, no sharp cut-off; inactive = mostly below about 32%; also: some compounds called inactive have numbers as strong as hits
MEKK2mut PB1 HTS: signal of MEK5 binding to mutant human MEKK2 PB1 domain; actives 0.35% (n = 290,000); percent response, % at 10 µM; bead flow cytometry, Alexa488-MEK5 binding to MEKK2 mutant; in the data active = percent response above about 24%, passing the limit was not always enough; also: inactives centre near 1; some results filed as inactive read as strong as hits; reference of the scale not given here
GPR7 antag: blocks human GPR7 receptor signaling | P48145 | GPR7-expressing cells, fluorescence antagonist assay | inhibition, % at 4.4 µM | actives 1.1% (n = 290,000); in the data active = inhibition above about 16%, passing the limit was not always enough;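 also: cells stimulated with the agonist NPW; 0% = agonist with vehicle and 100% = vehicle without agonist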
OXTR ag: activates the human oxytocin receptor | CHO-OTR cells, Fluo-8 calcium fluorescence; normalized: DMSO 0%, oxytocin 100% | activation, % at 3 µM | actives 0.32% (n = 320,000);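 active = activation above the mean of all tested compounds plus 3 SD, cutoff set per screening run, cut at about 20% in these data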;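 also: peak over basal fluorescence ratio from a 100 s FLIPR kinetic read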
Target sequence (P30559 whole entry, looked up): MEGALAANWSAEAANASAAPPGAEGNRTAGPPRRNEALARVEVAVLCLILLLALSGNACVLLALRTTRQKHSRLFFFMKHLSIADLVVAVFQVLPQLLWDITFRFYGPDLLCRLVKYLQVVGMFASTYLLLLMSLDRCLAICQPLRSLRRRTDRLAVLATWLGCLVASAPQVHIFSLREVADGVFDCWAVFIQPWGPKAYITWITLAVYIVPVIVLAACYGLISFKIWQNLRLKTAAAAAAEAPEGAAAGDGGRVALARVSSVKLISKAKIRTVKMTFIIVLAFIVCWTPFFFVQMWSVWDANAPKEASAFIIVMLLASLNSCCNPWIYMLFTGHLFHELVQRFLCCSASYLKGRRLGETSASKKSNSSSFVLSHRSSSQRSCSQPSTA
PHOSPHO1 inh: inhibitors of human PHOSPHO1 phosphatase; inhibition, % at 13.3 µM; AID 1565; Q8TCT1; recombinant PHOSPHO1, absorbance phosphatase assay; actives 1.1% (n = 290,000); in the data active = inhibition above about 60%
MEKK3 PB1 HTS: MEKK3-MEK5 PB1 interaction, increase or decrease; Q99759; bead-based flow cytometry, Alexa488-MEK5 binding to MEKK3; actives lie on both sides; 0 = blocked by unlabeled MEK5, 100 = vehicle; binding response (% of control), % at 10 µM; actives 1.4% (n = 290,000); AID 1529;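 active = binding response more than 3 SD above or below the average of its plate-row segment, actives on both sides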;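 also: Alexa488 bead fluorescence after subtracting the streptavidin-only scavenger bead signal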
MEKK2wt PB1 HTS: raises or lowers MEK5 binding to wildtype human MEKK2 PB1 domain. Q9Y2U5. bead flow cytometry, Alexa488-MEK5 binding to MEKK2 WT; actives lie on both sides. binding response (% of control), % at 10 µM. actives 1.1% (n = 290,000). AID 1531; in the data active = binding response below about 67% or above about 130%
V1aR counter: counter-screen for oxytocin receptor agonists: human V1a receptor agonists; actives 0.25% (n = 320,000); AID 2797; activation, % at 3 µM; CHO-V1R cells, Fluo-8 calcium fluorescence, agonist mode; 0% DMSO, 100% 3 nM vasopressin;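 active = activation above the mean activation of all tested compounds plus 3 SD, per screening run, cut at about 20% in these data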;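 also: signal is peak over basal fluorescence ratio across a 100 second FLIPR read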
Target sequence (P37288 whole entry, looked up): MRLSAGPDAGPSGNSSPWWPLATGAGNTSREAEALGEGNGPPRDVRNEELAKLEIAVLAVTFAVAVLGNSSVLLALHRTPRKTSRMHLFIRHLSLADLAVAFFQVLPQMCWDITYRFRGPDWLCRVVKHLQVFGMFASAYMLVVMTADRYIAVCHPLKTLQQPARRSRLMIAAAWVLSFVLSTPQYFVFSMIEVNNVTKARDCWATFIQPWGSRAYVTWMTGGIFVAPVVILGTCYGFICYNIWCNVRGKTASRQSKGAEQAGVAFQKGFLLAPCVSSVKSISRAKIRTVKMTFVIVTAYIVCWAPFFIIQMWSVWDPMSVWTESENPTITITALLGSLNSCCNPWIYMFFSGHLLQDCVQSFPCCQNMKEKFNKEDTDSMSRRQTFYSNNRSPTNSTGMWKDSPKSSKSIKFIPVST
GalR3 antagonist: antagonists of human GalR3; O60755; HEK293 GalR3-CNG cAMP membrane potential fluorescence; galR3 body fused to GalR1 C-terminus; inhibition, % at 3 µM; actives 0.44% (n = 360,000); AID 651719;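 active = inhibition above the screen-wide average plus 3 SD, cut at about 13% in these data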;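 also: forskolin and galanin both at EC90 stimulate the cells; cAMP rise reported by CNG channel membrane potential dye signal; 0% = forskolin plus galanin with DMSO and 100% = forskolin alone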
An asterisk follows results filed as active; · = not tested or not shown.

The first two compounds as a preview:
Abbreviations: A = NALP1 inh; B = MEKK2mut PB1 HTS; C = GPR7 antag; D = OXTR ag; E = PHOSPHO1 inh; F = MEKK3 PB1 HTS; G = MEKK2wt PB1 HTS; H = V1aR counter; I = GalR3 antagonist
C/C(=N\NC(=O)c1cccs1)c1ccc(C(=O)O)s1
  A = 5.4; B = -3.0; C = 4.3; D = ·; E = -22.6; F = 101.0; G = 97.0; H = ·; I = 0.5

Cc1ccc2[nH]c(C)c(/C=N/Nc3nc4ccccc4s3)c2c1
  A = -11.4; B = 5.0; C = 22.0; D = 4.8; E = 22.9; F = 96.0; G = 138.0*; H = 1.5; I = -6.0

Results (from the top)
Abbreviations: A = NALP1 inh; B = MEKK2mut PB1 HTS; C = GPR7 antag; D = OXTR ag; E = PHOSPHO1 inh; F = MEKK3 PB1 HTS; G = MEKK2wt PB1 HTS; H = V1aR counter; I = GalR3 antagonist
C/C(=N\NC(=O)c1cccs1)c1ccc(C(=O)O)s1
  A = 5.4; B = -3.0; C = 4.3; D = ·; E = -22.6; F = 101.0; G = 97.0; H = ·; I = 0.5

Cc1ccc2[nH]c(C)c(/C=N/Nc3nc4ccccc4s3)c2c1
  A = -11.4; B = 5.0; C = 22.0; D = 4.8; E = 22.9; F = 96.0; G = 138.0*; H = 1.5; I = -6.0

CC(O)CSc1nc2c(c(=O)[nH]c(=O)n2C)n1CC(O)COc1ccccc1 (configuration not stated)
  A = -14.2; B = 8.0; C = -3.2; D = -0.6; E = -46.2; F = 96.0; G = 96.0; H = 1.7; I = -6.9

O=C(N/N=C/c1ccc[nH]1)c1ccc(COc2cccc3cccnc23)cc1
  A = -0.2; B = 4.0; C = -7.1; D = -1.6; E = 10.5; F = 99.0; G = 96.0; H = 0.5; I = 2.6

Cc1cccc(C)c1OCc1cc(C(=O)NC2CCC(O)CC2)no1 (configuration not stated)
  A = 14.7; B = 1.0; C = -6.2; D = 0.4; E = 17.6; F = 102.0; G = 102.0; H = 1.4; I = -0.3

O=C1CC(c2cccs2)Sc2nc3ccccc3n21 (configuration not stated)
  A = -2.9; B = 5.0; C = 7.0; D = -0.9; E = 18.0; F = 105.0; G = 109.0; H = -0.2; I = -4.5

CN(C)CC(CCC(CN(C)C)C(O)(c1ccccc1)c1ccccc1)C(O)(c1ccccc1)c1ccccc1 (configuration not stated)
  A = 22.4; B = 21.0; C = 53.1*; D = ·; E = 27.3; F = 108.0; G = 149.0*; H = ·; I = -4.8

Cn1ccnc1C(=O)c1cc(SCC(=O)NC2CC2)nc2ccccc12
  A = 1.3; B = 0.0; C = -9.6; D = 0.0; E = 0.1; F = 106.0; G = 101.0; H = -0.5; I = -4.1

CCNS(=O)(=O)c1ccc(CCC(=O)N2CCN(c3ccccc3F)CC2)cc1
  A = -22.4; B = 2.0; C = -2.0; D = -1.9; E = ·; F = 110.0; G = 104.0; H = -0.8; I = -0.6

Nc1nc(C23CC4CC(CC(C4)C2)C3)[nH]c(=O)n1
  A = 24.2; B = 1.0; C = -2.5; D = 0.1; E = -5.3; F = 97.0; G = 98.0; H = 0.2; I = -0.2

O=[n+]1c2c(n([O-])c3cc(Cl)ccc31)CCCC2
  A = 0.4; B = 8.0; C = -0.8; D = 0.1; E = 37.9; F = 99.0; G = 100.0; H = 0.4; I = 1.8

C=CCn1c(=O)c2ccccc2n2c(SCc3nnc(-c4ccccc4Br)o3)nnc12
  A = 27.2; B = 3.0; C = -10.0; D = -1.6; E = 24.9; F = 104.0; G = 101.0; H = -0.5; I = 4.2

COc1cccc(CC(=O)NCC2COc3ccccc3O2)c1OC (configuration not stated)
  A = 0.3; B = -60.0; C = -1.8; D = 0.0; E = 37.9; F = 88.0; G = 55.0; H = 0.4; I = 2.7

COc1ccc(-c2csc(NC(=O)CSc3ccc(Br)cc3)n2)c(OC)c1
  A = 20.2; B = 3.0; C = 1.2; D = -0.3; E = -18.4; F = 103.0; G = 98.0; H = 1.0; I = -2.0

O=C(NC(NC1CCS(=O)(=O)C1)C(Cl)(Cl)Cl)c1ccc(Br)cc1 (configuration not stated)
  A = -1.2; B = 2.0; C = 23.9; D = 7.0; E = 44.8; F = 102.0; G = 102.0; H = 11.3; I = -5.9

O=C(O)CSc1nnc(-c2ccc(Cl)cc2Cl)n1-c1ccc(Br)cc1
  A = 9.4; B = 4.0; C = -13.8; D = -0.6; E = ·; F = 104.0; G = 103.0; H = -0.2; I = -4.2

COc1ccccc1CC(=O)NCC(c1ccco1)N1CCCCC1 (configuration not stated)
  A = 4.7; B = -1.0; C = 0.3; D = -1.4; E = -23.5; F = 97.0; G = 100.0; H = -1.8; I = -3.9

CN(C)/C=N/c1c(C(=O)NCc2ccccc2)nnn1Cc1ccccc1
  A = -4.2; B = -6.0; C = -9.4; D = -1.2; E = 13.5; F = 96.0; G = 93.0; H = 0.7; I = -1.8

Cc1ccc(Cl)cc1N1CCN(S(C)(=O)=O)CC1
  A = 46.4; B = 5.0; C = 14.0; D = 0.4; E = -1.4; F = 102.0; G = 100.0; H = 1.8; I = -6.6

Cc1ccc(C2NC(c3ccc(C)cc3)C(C)C(=NO)C2C)cc1 (configuration not stated)
  A = 12.0; B = 5.0; C = -18.5; D = -1.3; E = -1.2; F = 104.0; G = 102.0; H = -0.6; I = -8.6

(list continues)
Order of results: NALP1 inh | MEKK2mut PB1 HTS | GPR7 antag | OXTR ag | PHOSPHO1 inh | MEKK3 PB1 HTS | MEKK2wt PB1 HTS | V1aR counter | GalR3 antagonist
O=C(COc1ccc(S(=O)(=O)N2CCCCC2)cc1Cl)N1CCOCC1
  18.5 | -5.0 | -5.3 | 2.3 | 46.7 | 100.0 | 96.0 | 0.7 | -6.7
CN(C(=O)CCc1nnc(-c2ccc(-c3ccccc3)cc2)o1)C1CCOCC1
  5.9 | 9.0 | -25.4 | 8.8 | 14.5 | 104.0 | 116.0 | 14.6 | -2.8
CCn1c(SCC(=O)Nc2nc3ccccc3s2)nnc1-c1ccc(Br)cc1
  6.0 | 6.0 | -12.1 | 0.3 | 55.8 | 107.0 | 108.0 | 1.9 | -3.8
COC(=O)c1ccccc1NC1CC(=O)N(c2c(C)cccc2C)C1=O (configuration not stated)
  28.3 | 6.0 | -6.0 | -0.4 | 3.4 | 100.0 | 102.0 | -0.3 | -6.7
CC(=O)c1cccc(NC(=O)c2ccc(NC(=O)CCS(=O)(=O)c3cccs3)cc2)c1
  20.0 | -3.0 | -15.0 | 3.9 | -16.0 | 97.0 | 93.0 | 3.2 | -9.3
COc1ccc(CNS(=O)(=O)c2ccc(C)cc2)cc1
  · | 3.0 | · | -0.6 | · | 102.0 | 102.0 | 2.0 | -2.6
Cc1cccnc1NC(=O)CCNC(=O)c1ccc(Cl)cc1
  -1.9 | 4.0 | 3.7 | -0.4 | 14.2 | 103.0 | 105.0 | -0.8 | -0.1
Cc1ccc(N2C(=O)CC(N3CCN(C)CC3)C2=O)cc1 (configuration not stated)
  -17.9 | 3.0 | -21.6 | · | -0.9 | 124.0 | 113.0 | · | ·
CCC(O)(C#CCN1CCCCC1)CC
  31.3 | -2.0 | -5.7 | 1.1 | 8.3 | 97.0 | 96.0 | 0.4 | -1.4
C[N+](C)(C)C(Cc1c[nH]c2ccccc12)C(=O)[O-] (configuration not stated)
  10.1 | 5.0 | · | · | 22.1 | 109.0 | 103.0 | · | ·
N#Cc1sc2nc(-c3ccccc3)cc(C(F)(F)F)c2c1N
  9.6 | 4.0 | -18.3 | · | 8.8 | 102.0 | 103.0 | · | -4.4
CC(=O)c1ccc(N(C(=O)Cn2nnc3ccccc32)C(C(=O)NC2CCCCC2)c2cn(C)nc2C)cc1 (configuration not stated)
  16.9 | 13.0 | -10.0 | · | -11.6 | 106.0 | 107.0 | · | -3.6
Cc1cccc(OCCNc2cc(N3CCOCC3)ccc2[N+](=O)[O-])c1
  31.4 | 6.0 | -1.0 | -1.2 | -13.9 | 106.0 | 102.0 | -0.1 | -7.6
CC(C)NC(=O)Cn1c(=O)n(CC(=O)N2CCCCC2)c(=O)c2sccc21
  10.0 | 1.0 | -2.6 | -0.2 | 39.5 | 101.0 | 101.0 | 0.6 | 2.1
O=C(O)c1cccnc1SC1CC(=O)N(c2ccccc2)C1=O (configuration not stated)
  · | 33.0 | -18.8 | 0.2 | 13.9 | 128.0* | 117.0 | -0.2 | -2.2
Cc1ccc(NS(=O)(=O)c2ccc3c(c2)NC(=O)CO3)cc1
  2.5 | 4.0 | -10.9 | 3.7 | 26.1 | 104.0 | 102.0 | 4.6 | 3.4
O=C(COc1ccc(Cl)cc1Cl)Nc1nnc(C2=COCCO2)o1
  8.0 | 4.0 | -18.2 | 0.4 | -15.1 | 101.0 | 107.0 | -0.8 | -5.2
CCC(=O)N1CCN(c2ccc(NC(=O)c3ccc([N+](=O)[O-])o3)cc2Cl)CC1
  2.7 | 6.0 | -7.4 | · | 24.5 | 104.0 | 103.0 | · | -1.4
O=S(=O)(NC1CCCCC1)c1cccc(-c2nnc(-c3ccccc3)o2)c1
  -10.8 | -2.0 | 5.4 | -1.6 | -2.9 | 102.0 | 91.0 | -0.7 | -2.9
O=C(CCC(=O)N1CCOc2ccc(Cl)cc21)NCCCN1CCC(Cc2ccccc2)CC1
  11.6 | 11.0 | 16.5 | 4.1 | 33.4 | 103.0 | 128.0 | 1.2 | ·

A draw from above in order of heavy-atom count, falling.
Order of results: NALP1 inh | MEKK2mut PB1 HTS | GPR7 antag | OXTR ag | PHOSPHO1 inh | MEKK3 PB1 HTS | MEKK2wt PB1 HTS | V1aR counter | GalR3 antagonist
COC(=O)c1ccccc1NC1CC(=O)N(c2c(C)cccc2C)C1=O (configuration not stated)
  28.3 | 6.0 | -6.0 | -0.4 | 3.4 | 100.0 | 102.0 | -0.3 | -6.7
O=C(COc1ccc(Cl)cc1Cl)Nc1nnc(C2=COCCO2)o1
  8.0 | 4.0 | -18.2 | 0.4 | -15.1 | 101.0 | 107.0 | -0.8 | -5.2
N#Cc1sc2nc(-c3ccccc3)cc(C(F)(F)F)c2c1N
  9.6 | 4.0 | -18.3 | · | 8.8 | 102.0 | 103.0 | · | -4.4

Remaining list, next part.
Order of results: NALP1 inh | MEKK2mut PB1 HTS | GPR7 antag | OXTR ag | PHOSPHO1 inh | MEKK3 PB1 HTS | MEKK2wt PB1 HTS | V1aR counter | GalR3 antagonist
COc1ccc(C(=O)NCC(=O)NCC2COc3ccccc3O2)cc1 (configuration not stated)
  30.4 | 0.0 | -0.5 | -0.8 | 11.8 | 97.0 | 99.0 | -0.9 | 1.4
COc1ccc(NC(=O)CNS(=O)(=O)c2ccc(Cl)cc2)cc1
  15.7 | -2.0 | 0.7 | 1.6 | -18.3 | 77.0 | 102.0 | 3.4 | 8.2
CC(=O)N1N=C(c2ccc(C)cc2)CC1c1ccco1 (configuration not stated)
  1.3 | -2.0 | -2.6 | -1.7 | -49.2 | 99.0 | 96.0 | -1.2 | -1.0
CCOC(=O)CC1COc2ccccc2N1C(=O)c1cccc([N+](=O)[O-])c1 (configuration not stated)
  11.5 | 9.0 | -6.1 | -1.9 | 32.6 | 107.0 | 107.0 | -0.2 | -8.8

Compound activity from PubChem.
